HT1080NT lethal: qHTS for induction of synthetic lethality in tumor cells producing 2HG: qHTS for the HT-1080-NT fibrosarcoma cell line; Potency, µM (doses to about 46.1 µM), for the others: top-dose activity, negative = less viability, most hits filed as cytotoxic; 360,000 tested, 1.6% active; HT-1080-NT fibrosarcoma viability, CellTiter-Glo ATP luminescence, 48 h; AID 686970, 2013;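 note: NT is the 2HG producing partner of a matched IDH1 knockdown line; potency is the fitted concentration of half-maximal effect; 0% = DMSO-treated cells and -100% = media-only wells without cells; nearly all actives have a fitted effect of over 55% in size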
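Luminescent CellTiter-Glo readout after 48 hours of compound exposure at 37 degrees C defined viability of HT-1080-NT cells. Activity was normalized to DMSO wells and cell-free media wells; concentration-response curves were fitted and assigned curve classes.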
SW480 rerep: A quantitative high throughput screen for small molecules that induce DNA re-replication in SW480 colon adenocarcinoma cells | Potency, µM (top dose mostly 46.1 µM), without a hit: at the highest dose re-replication activation, hits mostly activators | 340,000 tested, 1.8% active | SW480 DNA re-replication, Hoechst DNA content imaging, 48 h | AID 624297, 2012; note: potency is the fitted concentration of half-maximal effect; % of control where 0% means no effect; nearly all actives have a fitted effect of over 55% in size
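First, 250 cells per well were seeded. Next, compound or vehicle (23 nL) was pinned in, plates sat 48 hr at 37 C. Finally Hoechst was added for 40 min before fluorescence scanning.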
HT1080 IDH1KD tx: qHTS for induction of synthetic lethality in tumor cells producing 2HG: qHTS for the HT-1080-IDH1KD cell line | HT-1080 IDH1 knockdown viability, ATP luminescence, 48 h | Potency, µM (series often up to 46.1 µM), without a hit: at the highest dose activity, negative = toxicity, most hits filed as cytotoxic | 360,000 tested, 2% active;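 note: potency is the fitted concentration of half-maximal effect; 0% = DMSO wells and -100% = cell-free medium wells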
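Luminescent ATP read-out (CellTiter-Glo, 10 min at room temperature) after 48 h compound exposure at 37 °C gave viability of IDH1-knockdown HT-1080 cells. Activity was normalised to DMSO and cell-free wells, then fitted as concentration-response curves.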
MCF10A rereplic: A quantitative high throughput screen for small molecules that induce DNA re-replication in MCF 10a normal breast cells; Potency, µM (titrated, usually from 46.1 µM), without a hit: at the top dose activity, positive = re-replication, hits mostly activators; 350,000 tested, 2.9% active; MCF 10A DNA re-replication, Hoechst nuclear intensity, 48 h; note: potency is the fitted concentration of half-maximal effect; % of control where 0% means no effect; nearly all actives have a fitted effect of over 50% in size
S2 tox: Viability Counterscreen for Primary qHTS for Inhibitors of ATXN expression; S2 cells (HEK-293 line with an ATXN2-luciferase reporter) viability, CellTiter-Fluor protease fluorescence, 24 h; Potency, µM (top dose mostly 56.7 µM), most hits filed as cytotoxic; 400,000 tested, 0.49% active; AID 651635, 2014; note: potency is the fitted concentration of half-maximal effect; nearly all actives have a fitted effect of over 40% in size
IL-1B inflam inh: qHTS for Inhibitors of Inflammasome Signaling: IL-1-beta AlphaLISA Primary Screen; 360,000 tested, 4.7% active; THP-1 LPS/ATP IL-1B secretion, AlphaLISA, 16 h; active compounds read low; activity change, % at 57.5 µM; in the data active = activity change below about -50%; inconclusive = mostly about -30% to -49%; note: % is set by controls: 0 for no effect and ±100 for the full control effect
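THP-1 cells pretreated 1 hr with compounds (up to 57.5 uM final), then stimulated with LPS (250 ng/mL final) plus ATP (1.25 mM final); secreted IL-1B measured by AlphaLISA after 16 hr, decreased signal indicating inhibition.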
ATXN2 expr inh: Primary qHTS for Inhibitors of ATXN expression. HEK-293 ATXN2-luciferase reporter, luminescence, 24 h. Potency, µM (highest dose often 57 µM), for inactives: top-dose activity change, negative = inhibition, most hits filed as inhibitors. 360,000 tested, 0.72% active. AID 1745845, 2022; note: potency is the fitted concentration of half-maximal effect; % is set by controls: 0 for no effect and ±100 for the full control effect; nearly all actives have a fitted effect of over 55% in size
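qHTS (up to 57 uM final) was run with 24 h compound exposure of reporter cells at 37 °C. Each well was multiplexed: SteadyGlo luminescence measured ATXN2-luciferase expression after a fluorogenic Gly-Phe-AFC viability readout (25 uM final).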
KB-V1 MDR tox: qHTS assay for MDR1-selective chemotherapeutics: Primary screen using the drug-selected MDR subline cells KB-V1. KB-V1 MDR cells viability, CellTiter-Glo, 72 h. 400,000 tested, 3.4% active. Potency, µM (doses to about 46.1 µM), for inactives: at the highest dose activity change, negative = cytotoxicity, most hits filed as cytotoxic; note: potency is the fitted concentration of half-maximal effect; % is set by controls: 0 for no effect and ±100 for the full control effect; nearly all actives have a fitted effect of over 60% in size
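Cells of the MDR subline KB-V1 are plated, dosed with compound at multiple concentrations, and incubated 72 h at 37 degrees C; CellTiter-Glo is then added and luminescence read after 10 min.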
KB-3-1 tox: qHTS assay for MDR1-selective chemotherapeutics: Primary screen using the parental adenocarcinoma cell KB-3-1. KB-3-1 viability, CellTiter-Glo ATP luminescence, 72 h. Potency, µM (titrated, usually from 46.1 µM), for the others: top-dose activity change, negative = cytotoxic, most hits filed as cytotoxic. 400,000 tested, 1.4% active; note: potency is the fitted concentration of half-maximal effect; % is set by controls: 0 for no effect and ±100 for the full control effect; nearly all actives have a fitted effect of over 60% in size
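Viability of parental KB-3-1 cells, measured by CellTiter-Glo luminescence, followed a 72 h incubation at 37 °C with pinned compounds in phenol-red-free DMEM containing 10% FBS.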
* hit, by the source's call; i = inactive; ? = inconclusive; . = not tested or not shown; [ ] = remark or other dose. Unless noted, calls come from the whole dose curve; as a rule, active = well fitted curve in the direction sought with a large enough effect; inconclusive = small, poorly fitted or top-dose-only effect, or another doubt; inactive = no such curve, though single readings can be large; an effect the other way counts as inactive or inconclusive. An unsorted share of the library; 11% or so of the library scored in one or more.

no.	compound	HT1080NT lethal	SW480 rerep	HT1080 IDH1KD tx	MCF10A rereplic	S2 tox	IL-1B inflam inh	ATXN2 expr inh	KB-V1 MDR tox	KB-3-1 tox
1	COc1cc(/C=N/NC(=O)c2cccnc2)ccc1OS(=O)(=O)c1ccc(C)cc1	-10%	?	-15%	0%	i	0	.	-5%	7%
2	COc1ccc(NC(=O)c2sc3nc(-c4cccnc4)ccc3c2N)cc1OC	28%	?	26%	15µM*	i	-14	-1%	1%	6%
3	COc1ccc(OC)c(S(=O)(=O)Nc2cc(C)on2)c1	13%	0%	13%	3%	i	26	5%	?	-12%
4	CCOC(=O)C1CCN(Cc2ccc(OCc3ccccc3)cc2)CC1	0%	?	7%	14%	i	-1	6%	20%	2%
5	CC1(C(=O)NS(=O)(=O)c2ccc(Br)cc2)CCN1C(=O)Cc1ccsc1 (stereo not given)	2%	.	?	.	i	23	5%	15%	0%
6	CCOC(=O)COc1ccc(C(=O)NC2CCCCC2)cc1	11%	-3%	7%	11%	i	5	1%	4%	11%
7	COc1ccc(CN2CCN(c3ncnc4sc5c(c34)CC(C)CC5)CC2)cc1F (stereo not given)	.	.	.	.	i	.	4%	1%	-1%
8	Cc1ccc(S(=O)(=O)NCC(=O)NCC(=O)OCc2c(F)cccc2Cl)cc1	-9%	18µM*	-8%	9%	i	19	-7%	-3%	-5%
9	COC(=O)Cn1c(C(F)(F)F)nc2ccccc21	-1%	-4%	-4%	3%	i	9	1%	-2%	4%
10	COc1ccc2c(c1)c1nc3ccccc3nc1n2CC(=O)OC(C)C	?	0%	?	?	i	11	-22%	-23%	-13%
11	Cc1cccc(C(C#N)c2ccc(Cl)nn2)c1 (stereo not given)	-4%	?	-6%	11%	i	-18	-3%	-15%	-3%
12	COc1ccc([C@H]2CC(=O)C=C(c3cc(Cl)ccc3C)C2)cc1	-14%	4%	-10%	?	i	13	9%	1%	-17%
13	CCCCC(O)(C(NC=O)C(=O)OC)C(F)(F)F (stereo not given)	?	-2%	5%	-3%	i	-29	-6%	5%	2%
14	CC(C)Cc1nnc(NC(=O)Cc2cccs2)s1	9%	0%	7%	-3%	i	0	12%	-1%	0%
15	O=C(O)c1ccccc1/C=N/Nc1ccc(S(=O)(=O)Nc2ccc(Cl)cc2)cc1[N+](=O)[O-]	-7%	?	0%	27%	i	13	8%	0%	9%
16	CCN(C(=O)CSc1nc(C2CC2)n(-c2ccccc2)n1)C1CCS(=O)(=O)C1 (stereo not given)	1%	1%	0%	-1%	i	5	0%	-5%	-1%
17	O=C(COC(=O)c1cc(S(=O)(=O)N2CCOCC2)ccc1F)NCc1ccco1	9%	-4%	10%	3%	i	-7	-5%	-2%	0%
18	CN(C)/C=C/c1oc2ccc(O)cc2c1[N+](=O)[O-]	-21%	-4%	-29%	1%	?	-9	32%	-8%	-2%
19	CCOc1ccc(CCNC(=O)C2COc3ccccc3C2)cc1OCC (stereo not given)	.	.	.	.	i	.	0%	-6%	-13%
20	CCn1c(CNc2cccc(Cl)c2)nnc1SCc1ccccc1	-6%	12%	-19%	8%	i	-16	-9%	-25%	7%
21	CCOC(=O)Cn1nc(C(F)F)c(Br)c1C	18%	2%	13%	-5%	i	-8	-4%	1%	25%
22	O=C(NC1CCN(Cc2ccccc2)CC1)c1ccc(Cn2c(=O)c3ccccc3n(Cc3ccccc3)c2=O)cc1	.	.	.	.	i	.	-5%	-3%	0%
23	Cc1ccc(C(=O)OC(C(=O)O)C(OC(=O)c2ccc(C)cc2)C(=O)O)cc1 (stereo not given)	-2%	-46%[inhibitor]	-1%	-9%	i	0	10%	?	0%
24	COc1ccc(CCN2CCCn3c2nc2c3c(=O)n(CC(N)=O)c(=O)n2C)cc1OC	19%	-8%	19%	-15%	i	5	11%	14%	19%
25	CN(CCC1CCCCO1)Cc1cn(C)nc1-c1ccc2c(c1)OCCO2 (stereo not given)	-1%	-1%	2%	1%	i	-10	.	21%	-8%
26	COc1cccc(N2CCN(C(=O)c3cccc(S(=O)(=O)N4CCCC4)c3)CC2)c1	-1%	.	-3%	.	i	23	.	2%	2%
27	CCC(C)C(NC(=O)OC(C)(C)C)C(=O)NC(C(=O)N1CCCC1C(N)=O)C(C)CC (stereo not given)	8%	-3%	10%	-3%	i	17	0%	20%	6%
28	CCC1=NN(C(=O)c2ccc(Cl)cc2)C(O)(c2ccc(C)cc2)C1 (stereo not given)	?	?	?	11%	i	48	5%	-2%	-14%
29	COc1ncccc1C(=O)NC1CCCc2c1cnn2-c1cc(C)cc(C)c1 (stereo not given)	-25%	-3%	-27%	9%	i	-56*	-11%	-16%	?
30	COc1ccc(N2CCN(C(=O)NC34CC5CC(CC(C5)C3)C4)CC2)cc1	-14%	1%	-17%	12%	i	39	-4%	0%	5%

From compound 1 to 2, copied from above:
no.	compound	HT1080NT lethal	SW480 rerep	HT1080 IDH1KD tx	MCF10A rereplic	S2 tox	IL-1B inflam inh	ATXN2 expr inh	KB-V1 MDR tox	KB-3-1 tox
1	COc1cc(/C=N/NC(=O)c2cccnc2)ccc1OS(=O)(=O)c1ccc(C)cc1	-10%	?	-15%	0%	i	0	.	-5%	7%
2	COc1ccc(NC(=O)c2sc3nc(-c4cccnc4)ccc3c2N)cc1OC	28%	?	26%	15µM*	i	-14	-1%	1%	6%

The listing continues.
no.	compound	HT1080NT lethal	SW480 rerep	HT1080 IDH1KD tx	MCF10A rereplic	S2 tox	IL-1B inflam inh	ATXN2 expr inh	KB-V1 MDR tox	KB-3-1 tox
31	O=S(c1ccccc1O)S(=O)c1ccccc1O (stereo not given)	?	?	?	?	i	?	-22%	12%	2%
32	COc1cccc(NC(=O)COc2coc(CN3CCc4ccccc4C3)cc2=O)c1	12%	-4%	16%	7%	i	10	-1%	-4%	-6%
33	CC(Sc1nc2ccccc2c(=O)n1CC1CCCO1)C(=O)N(C)Cc1ccccc1 (stereo not given)	10%	-8%	-1%	10%	?	-2	-2%	-20%	?
34	COCc1c(Br)c(C)nc2sc3c(=O)[nH]nnc3c12	-4%	17%	-3%	11%	i	28	-17%	-6%	-23%
35	Cc1cnc(NC(=O)Nc2ccc(Cl)cc2)s1	-2%	-11%	-19%	?	i	-3	46%[activator]	29%	3%
36	COc1ccc(-c2cc(C(=O)Oc3ccc(Br)cc3)c3ccccc3n2)cc1	.	.	.	.	i	.	2%	-4%	-2%
37	O=C(Nc1ccccc1)C1COc2ccccc2O1 (stereo not given)	-4%	0%	12%	3%	i	3	2%	-7%	-1%
38	COc1cccc(C(=O)C2CCCN(CC3=Cc4cc(OC)ccc4OC3)C2)c1 (stereo not given)	0%	?	-23%	30%	i	-89*	-22%[11.3 µM]	-27%	3%
39	O=C(Cn1nnc2ccccc21)c1ccc([N+](=O)[O-])cc1	-1%	-10%	14%	1%	i	2	.	-10%	6%
40	O=C(NCc1ccccc1)C1CCCN(S(=O)(=O)c2cccc3nonc23)C1 (stereo not given)	1%	-459%[inhibitor]	4%	-63%[inhibitor]	i	22	4%	18µM*	6%
41	COc1ccccc1-c1ccc(=O)n(CC(=O)NCc2cccs2)n1	0%	?	-8%	45%	i	0	24%	-8%	-1%
42	CCOC(=O)C1CCN(C(=O)c2ccc(C)c(NC(=O)c3nsc4ccccc34)c2)CC1	.	.	.	.	?	.	-10%	0%	-4%
43	O=C(NCc1cccs1)c1ccc2nc([C@@H]3O[C@H](CO)[C@H](O)[C@H](O)[C@H]3O)[nH]c2c1	29%	.	18%	.	i	51	10%	-2%	0%
44	CCOC(=O)C(Nc1ccc2ccccc2c1)C(=O)OCC	-4%	13µM*	7%	4.6µM*	i	13	17%	-15%	-3%
45	CC(CCc1ccccc1)NC(=O)C(=O)c1c[nH]c2ccccc12 (stereo not given)	?	24%	?	10µM*	i	16	-3%	-12%	-3%
46	CCOc1ccc2oc(C(=O)NCc3nc4ccccc4[nH]3)c(C)c2c1	-15%	0%	-21%	18%	i	-19	7%	?	-15%
47	O=C(Nc1ccc(S(=O)(=O)NCC2CCCO2)cc1)c1ccccc1 (stereo not given)	-13%	-2%	1%	-10%	i	-12	-10%[11.3 µM]	?	-19%
48	COc1cc(/C=N/NC(=O)c2nnn(-c3nonc3N)c2C)ccc1OCc1ccc(Cl)cc1	16%	.	11%	.	?	-6	.	14%	3%
49	CC(=O)Nc1ccc(S(=O)(=O)NC2(C(F)(F)F)NC(=O)N(CC(C)C)C2=O)cc1 (stereo not given)	21%	1%	17%	-31%[inhibitor]	i	-2	-1%	-6%	14%
50	O=C1C(Cl)=C(NCc2ccco2)C(=O)c2ccccc21	?	?	16µM*	?	?	-95*	-13%	?	?
51	COc1cccc(CNC(=O)CN2C(=O)CC(c3ccccc3)=Nc3ccccc32)c1	15%	-23%	4%	0%	i	-7	1%[11.3 µM]	?	-1%
52	CC(C)NC(=O)C1(C)CCCN1C/C=C/c1ccccc1 (stereo not given)	17%	.	-3%	.	i	37	0%	-22%	-1%
